Assay outcomes: PubChem BioAssay, several laboratories
sEH activator – soluble epoxide hydrolase activators, primary screen, biochemical, human sEH. AID 717, 2007. Bifunctional epoxide hydrolase 2 (Homo sapiens), P34913. activation, % at 2 µM. purified human sEH enzymatic activity, activator screen. 91,000 compounds, 0.04% hits; in the data active = activation above about 37%; note: values of inactives mirror those of a sister screen read the other way
Mac1 fbg enh – enhancers of CD11b/CD18 adhesion to fibrinogen, primary screen, K562 cells, luminescence; Integrin beta-2 (Homo sapiens) + Integrin alpha-M (Homo sapiens), P05107+P11215; ATPlite luminescence; activation, % at 10 µM; 93,000 compounds, 0.07% hits;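 active = 10 µM primary screen giving 50% or more activity, confirmed by 40% or more on retest at that dose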; note: strong numbers were not always called active; reference of the scale not given here
MT1-MMP txn act – MT1-MMP promoter reporter activation – cell-based, luciferase luminescence, primary screen; 86,000 compounds, 0.16% hits; HT1080 MT1-MMP promoter luciferase reporter, overnight; hits give high values; AID 750, 2007; activation factor at 10 µM;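 active = activation factor of at least 2 for MT1-MMP transcription at 10 µM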
CD11b adhes inh – inhibitors of CD11b/CD18 adhesion to fibrinogen, primary screen, K562 cells, luminescence; Integrin beta-2 (Homo sapiens) + Integrin alpha-M (Homo sapiens), P05107+P11215; ATPlite luminescence; Mn2+ added to activate the integrin; inhibition, % at 10 µM; 93,000 compounds, 0.54% hits; AID 1497, 2009;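 active = primary inhibition of 50% or more at 10 µM, then 40% or more on retest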; note: some results filed as inactive read as strong as hits
Smad3 inh – Smad3/FoxH1 peptide binding inhibitors, primary screen, biochemical, TR-FRET. 88,000 compounds, 0.29% hits. TR-FRET Smad3/Dy647-FoxH1 peptide binding, europium anti-His. inhibition, % at 25 µM. Mothers against decapentaplegic homolog 3 (Homo sapiens), P84022;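 active = compounds that reduce the energy-transfer binding signal between the protein and its labelled peptide by more than half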;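 note: 0% = Smad3 plus labelled peptide maximal FRET and 100% = peptide-only background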
Target sequence (P84022 whole entry, looked up): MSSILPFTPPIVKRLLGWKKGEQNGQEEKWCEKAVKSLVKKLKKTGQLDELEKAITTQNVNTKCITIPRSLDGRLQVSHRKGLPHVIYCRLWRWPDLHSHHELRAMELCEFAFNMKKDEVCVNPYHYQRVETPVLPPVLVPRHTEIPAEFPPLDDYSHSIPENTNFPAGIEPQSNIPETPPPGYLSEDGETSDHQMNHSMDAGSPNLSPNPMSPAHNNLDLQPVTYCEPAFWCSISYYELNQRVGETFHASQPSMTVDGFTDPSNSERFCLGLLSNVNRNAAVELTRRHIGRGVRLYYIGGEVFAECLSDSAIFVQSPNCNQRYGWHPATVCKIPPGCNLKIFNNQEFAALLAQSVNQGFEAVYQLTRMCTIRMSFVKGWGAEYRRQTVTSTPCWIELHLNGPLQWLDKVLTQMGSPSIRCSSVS
ERa coact pot – enhancers of ERα–SRC-1 coactivator binding, primary screen, biochemical, TR-FRET, ERα LBD, low estradiol; Estrogen receptor (Homo sapiens), P03372; TR-FRET ERalpha-LBD/SRC-Cy5 coactivator binding, 2 h; 100 = basal binding, no effect; coactivator binding (% of control), % at 25.6 µM; 86,000 compounds, 1.3% hits; in the data active = activity above about 200%;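 note: binding measured in presence of low estradiol as agonist stimulus; 0% = peptide alone without receptor and 100% = receptor with peptide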
sEH inh – soluble epoxide hydrolase inhibitors, primary screen, biochemical, human sEH. recombinant human sEH enzymatic activity assay. inhibition, % at 2 µM. 91,000 compounds, 0.34% hits. AID 707, 2007; in the data active = inhibition above about 80%; note: values of inactives mirror those of a sister screen read the other way; many of its hits are not listed in these tables
ERb coact inh – inhibitors of ERβ-SRC1 coactivator interaction, primary screen, biochemical, TR-FRET, ERβ LBD, SRC-1 peptide | inhibition, % at 25.6 µM | TR-FRET ER-beta LBD / SRC1-Cy5 peptide binding; receptor agonist-loaded with 1 µM estradiol | Estrogen receptor beta (Homo sapiens), Q92731 | 86,000 compounds, 1.3% hits;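 active = compounds whose percent inhibition of the receptor-coactivator binding signal exceeds about 50% in the single-dose screen, limit read from the data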;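 note: 0% = receptor plus peptide wells without compound and 100% = peptide-only wells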
Target sequence (Q92731 whole entry, looked up, the tested form may be a part): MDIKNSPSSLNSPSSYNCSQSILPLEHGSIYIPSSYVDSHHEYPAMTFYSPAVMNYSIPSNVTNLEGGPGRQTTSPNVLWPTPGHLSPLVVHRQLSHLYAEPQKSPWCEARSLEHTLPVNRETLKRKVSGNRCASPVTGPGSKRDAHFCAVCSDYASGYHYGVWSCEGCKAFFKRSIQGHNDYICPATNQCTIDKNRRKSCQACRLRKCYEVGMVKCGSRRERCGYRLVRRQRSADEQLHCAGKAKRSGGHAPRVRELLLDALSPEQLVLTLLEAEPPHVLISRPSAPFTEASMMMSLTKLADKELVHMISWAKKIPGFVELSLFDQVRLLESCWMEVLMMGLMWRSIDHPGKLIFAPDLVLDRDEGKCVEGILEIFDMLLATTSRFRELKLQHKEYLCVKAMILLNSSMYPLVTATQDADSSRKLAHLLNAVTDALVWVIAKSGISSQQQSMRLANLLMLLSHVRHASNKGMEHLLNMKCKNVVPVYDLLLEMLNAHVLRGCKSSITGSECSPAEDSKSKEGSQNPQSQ
Calb biofilm kill – clotrimazole potentiators killing Candida biofilms, primary screen, with clotrimazole, Alamar Blue; C. albicans biofilm + clotrimazole; inhibition, % at 6 µM; 85,000 compounds, 0.14% hits; AID 834, 2007;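 active = inhibition above 20%; inactive = inhibition below 20%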;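 note: preformed 24 hr biofilms exposed to compound for 48 hr; 0% = biofilm without compound and 100% = blank killed by clotrimazole plus chlorhexidine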
An asterisk follows results filed as active; · = no result given; [ ] = another dose, or the depositor's remark.

compound,sEH activator,CD11b adhes inh,ERb coact inh,Mac1 fbg enh,ERa coact pot,Calb biofilm kill,MT1-MMP txn act,Smad3 inh,sEH inh
NC(=O)c1c(N)sc2c1CCCC2,·,22,21[fluorescence artefact?],-5,95,0,1.2,-5,·
CC1=NC(C(F)(F)F)(C(F)(F)F)C(C#N)=C(C)N1,9,-21,-8,-1,106,6,1.1,-3,-11
Cc1ccc(OC(=O)c2ccccc2P(=O)(O)O)cc1,3,-6,-5,4,99[fluorescence artefact?],4,1,12,0
Cc1ccc(CSc2nnc(-c3ccccn3)n2C)cc1,-8,-13,-4,1,120,2,1.6,10,6
O=C(Cn1cnc2c(nnn2Cc2ccccc2)c1=O)NCC1CCCO1 (stereo unspecified),·,-14,-5[fluorescence artefact?],2,139[fluorescence artefact?],5,1,4,·
Cc1ccc(N(CC(=O)NC2CCCC2)C(=O)c2c(C)noc2C)cc1C,0,·,-5,·,109,5,1,-24,2
N=C1C(c2nc3ccccc3s2)=C(O)CN1Cc1ccccc1,4,·,13,·,113,8,1.3,7,-1
N#Cc1ccc(CSc2nnc(-c3cnccn3)o2)cc1,-14,·,-11,·,94,10,1,12,13
O=C(Nc1cc(S(=O)(=O)N2CCOCC2)ccc1Cl)C(=O)c1c(-c2ccccc2)cc2ccccn12,12,-1,-11,33,107[fluorescence artefact?],3,1.3,10[fluorescence artefact?],-9
COc1ccc(C(C)=O)c2c(O)cccc12,-8,5,2[fluorescence artefact?],-4,122[fluorescence artefact?],0,1.1,3,7
CCc1c(C)nc2ncnn2c1N1CCC(C(=O)NCc2cccc(OC)c2)CC1,-52,-4,0,0,127,2,1.1,-16,53
COc1ccc(-c2nc(CS(=O)(=O)CC(=O)NCCc3cc(OC)ccc3OC)c(C)o2)cc1,-14,·,1,·,105,-4,1.1,1,16
COCC(C)NC(=O)c1cccc(Cl)c1 (stereo unspecified),-4,-7,2,-6,109,15,1.1,11[fluorescence artefact?],5
CC(=O)N1CCN(S(=O)(=O)c2ccc(S(=O)(=O)NCC(C)C)cc2)CC1,-3,0,-15[fluorescence artefact?],1,135,6,1.1,-7,4
Cc1ccc(C)c(-n2c(CNC(=O)c3ccco3)nnc2SCC(=O)Nc2nnc(C)s2)c1,-17,-18,-10,-6,112,12,·,11,17
Cc1nc2sc(C(c3ccccc3)N3CCN(c4ccccc4F)CC3)c(O)n2n1 (stereo unspecified),18,-4,-31[fluorescence artefact?],2,92,6,1.2,5,-18
CCCc1nc2oc3c(NCCOCCO)ncnc3c2c2c1COC(C)(C)C2,·,-3,-1,-2,97,8,1.1,-15,·
CC1CSc2nc3sc4c(c3c(=O)n21)CCCC4 (stereo unspecified),0,-3,5,10,77,9,1.3,5,0
CCc1ccc(-c2cc(C(F)(F)F)n3nc(C(=O)Nc4cnn(Cc5ccc(C)cc5)c4)cc3n2)s1,19,4,·,37,·,·,·,·,-17
CCNc1nc(NC(C)C)nc(OCCOC(=O)c2ccccc2)n1,6,·,-1,·,97,3,1.2,-2,-7
Cc1nnc(NCc2ccco2)c2ccccc12,7,-4,3,3,108,3,1,4,-4
COCC(C)NC(=O)COc1ccc(Cl)cc1Cl (stereo unspecified),10,·,1,·,126,-2,1.1,-3,-11
CCn1c(=O)c(C(=O)NCCCO)c(O)c2ccccc21,-1,-8,13,-3,126,-2,1.1,1,1
CCCNC(=O)C(NS(=O)(=O)c1cccc2nsnc12)c1ccccc1 (stereo unspecified),8,·,5,·,107,7,1.2,1,-6
CCOc1cc(CNc2ccccc2)cc(Br)c1OCc1ccccc1F,6,-7,·,0,·,·,·,·,-4
Cc1ocnc1C(=O)Nc1ccc(Cl)cc1,7,·,-9,·,112,9,1.3,4,-7
Cc1cc(NS(=O)(=O)c2ccc(NC(=O)C(C)N3C(=O)c4ccccc4C3=O)cc2)nc(C)n1 (stereo unspecified),-2,-43,3,17,107,1,1.1,9,3
O=C(CN1C2=NCCCN2c2ccccc21)c1ccc(Br)s1,-8,-3,-5[fluorescence artefact?],1,126[fluorescence artefact?],4,1.1,0,9
O=C(N/C=C\c1ccccc1)NCc1ccc(Cl)cc1Cl,-70,12,·,0,·,·,·,·,70
COc1cc2ccccc2cc1C(=O)Nc1cccnc1,0,5,-10[fluorescence artefact?],-2,90,4,1.9,9,-1

(listing goes on)
compound,sEH activator,CD11b adhes inh,ERb coact inh,Mac1 fbg enh,ERa coact pot,Calb biofilm kill,MT1-MMP txn act,Smad3 inh,sEH inh
Cc1ccnc2c(N3C(=O)C4C5C=CC(C5)C4C3=O)cccc12 (stereo unspecified),0,18,28[fluorescence artefact?],-1,78[fluorescence artefact?],8,1.1,-4,-2
CC(=O)COC(=O)c1cccc(N2C(=O)C3C4C=CC(C4)C3C2=O)c1 (stereo unspecified),·,-3,1,32,100,10,·,5,·
Cc1cccc(-n2ncc3c(NC(C)C)ncnc32)c1,·,1,4,-1,114,3,0.7,5,·
Cc1cc(C)n2nc(C(=O)N3CCOCC3)nc2n1,5,18,-9,-7,121,6,1.1,13,-2
COc1ccc(OC)c(S(=O)(=O)NCCc2cn3ccsc3n2)c1,·,·,9,·,101[fluorescence artefact?],15,1.1,2,·
Cc1ccc2nc(Nc3ccccc3)c(/C=N/O)c(=O)n2c1,2,·,2,·,107,5,1,12,-1
CC1CC(C)CN(C(=O)c2ccc3c(c2)N(Cc2ccccc2)CCS3)C1 (stereo unspecified),·,21,5[fluorescence artefact?],-3,91[fluorescence artefact?],14,·,-5,·
COc1ccc(OC(C)C(=O)Nc2cccnc2)cc1 (stereo unspecified),14,-20,-4,-2,102,1,1.1,-4,-17
CCCNC(=O)NC(C)C12CC3CC(CC(C3)C1)C2 (stereo unspecified),-43,6,-8,0,106,6,1.2,9,44
O=C(NCN1CCCCC1)c1cnccn1,6,-8,0[fluorescence artefact?],-2,88[fluorescence artefact?],3,1,-4,-7
O=C(O)CSc1nnc(-c2ccccc2O)n1Cc1ccccc1,6,1,25,-7,89,6,1.2,6,-6
COc1ccc(C)cc1NC(=O)C1CC(=O)OC12CCCCC2 (stereo unspecified),3,-36,8,4,100,8,·,5,-3
CSCc1cc(N(C)C)nc(SCc2ccc(Cl)c(Cl)c2)n1,8,26,·,-5,·,·,·,·,-11
O=C(O)CCC(=O)Nc1ccc(Br)c(Cl)c1,-4,12,-1,-1,117,8,1.2,2,5
COc1ccc(NC(=O)C2C3C=CC(C3)C2C(=O)NCc2ccco2)cc1 (stereo unspecified),4,-16,4[fluorescence artefact?],4,112[fluorescence artefact?],3,1,6,-3
COCCN(CC(=O)NC1CCCCC1)C(=O)CSc1nc2ccccc2o1,-16,-24,·,4,·,·,1,·,18
O=C(NO)c1ccc(C(=O)N(C2CCCCC2)C2CCCCC2)cc1,-6,4,-4,0,104,7,1.2,-1,6
COc1cccc2cc(C(=O)C3=C(O)C(=O)N(CCCN4CCOCC4)C3c3ccncc3)oc12 (stereo unspecified),4,·,-7,·,132,-5,1.2,-2,-3
CC(C)CCN1C(=O)c2ccc(C(=O)NCc3ccco3)cc2C1=O,-5,-6,-9,2,99,6,1.1,3,7
CC(C)(C)c1cc(C(=O)O)n[nH]1,17,29,4[fluorescence artefact?],0,99,7,1.2,1,-24
Cc1ccc2nc(-c3ccc(NC(=O)CSc4ccccc4)cc3)[nH]c2c1,-18,5,·,14,·,·,·,·,18
Cc1ccc(S(=O)(=O)NC(CC(=O)NCC2CCCO2)c2ccco2)cc1 (stereo unspecified),3,-11,-2[fluorescence artefact?],-4,121,10,1,14[fluorescence artefact?],-5
O=C(NCC1CCCO1)c1ccc(COc2ccc(F)cc2)o1 (stereo unspecified),5,4,-3,1,65,6,1.2,0,-5
CCOC(=O)c1cnc2c(Cl)cc(Cl)cc2c1NCCOCCO,9,-9,-19,0,96,6,1.1,11,-13
COc1ccc(Br)cc1C(=O)Nc1cccc(C)c1,2,0,-1,-3,108,2,1.2,9,-5
Cc1[nH]n2c(=O)c(C#N)c(-c3ccccc3)nc2c1-c1ccccc1,1,13,-3,-4,118[fluorescence artefact?],8,1.2,-1[fluorescence artefact?],-2
COc1ccc(N2C(=O)C3CC=C(Cl)CC3C2=O)cc1 (stereo unspecified),3,13,-5,-4,110,1,1.2,10,-6
COc1ccc(CC(=O)N2CCOCC2)cc1OC,5,-1,40[fluorescence artefact?],-3,113,-3,0.9,4,-4
COc1cccc2cc(C(=O)N(C)C)c(=O)oc12,10,-2,-4,0,104,4,1,-1,-10
C1=CCC(/C=N/n2cnnc2)CC1 (stereo unspecified),·,-6,3,1,129,·,1.1,5,·
O=C(Nc1ccc2ccccc2c1)c1cnccn1,0,-8,49,16,52[fluorescence artefact?],·,0.6,-5,1
O=S(=O)(Nc1ccc2c(c1)OCCO2)c1cccc2cccnc12,0,-4,9[fluorescence artefact?],9,138,5,1,-1,-2

Exported with two lines to a compound: part of the list above.
Each structure is followed by: sEH activator	CD11b adhes inh	ERb coact inh	Mac1 fbg enh	ERa coact pot	Calb biofilm kill	MT1-MMP txn act	Smad3 inh	sEH inh
COCCN(CC(=O)NC1CCCCC1)C(=O)CSc1nc2ccccc2o1
    -16	-24	·	4	·	·	1	·	18
O=C(NO)c1ccc(C(=O)N(C2CCCCC2)C2CCCCC2)cc1
    -6	4	-4	0	104	7	1.2	-1	6

Some of the compounds tested. The share of hits here may be higher or lower than overall.
